# TcdB GH inh – blocks C. difficile toxin B glycohydrolase activity. AID 652162. inhibition, % at 9.99 µM. 350,000 compounds, 0.24% hits. TcdB glycohydrolase enzymatic assay, plate reader. P18177; in the data active = inhibition above about 10%
# SARS 3CLpro inh – SARS-CoV 3CLpro protease inhibition; P0C6X7; recombinant SARS-CoV 3CLpro, quenched FRET peptide cleavage; inhibition, % at 6 µM; 290,000 compounds, 0.14% hits; AID 1706; in the data active = inhibition above about 12%
# Y pestis TopoI – inhibitors of Yersinia pestis topoisomerase I; Y. pestis Topo-I cleavage product accumulation, plate reader; activity, % at 10 µM; 360,000 compounds, 0.064% hits; AID 504884; in the data active = activity above about 50%, passing the limit was not always enough; inconclusive = no clear call, values can overlap the other calls; note: inactives centre near 2
# Rv3671c inh – Rv3671c (M. tuberculosis) protease inhibition; P9WHR9; inhibition, % at 5.96 µM; 320,000 compounds, 0.048% hits; in the data active = inhibition above about 38%;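 note: extracellular domain of Rv3671c used as enzyme; 0% = enzyme with DMSO and 100% = no enzyme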
# Target sequence (P9WHR9 whole entry, looked up, the tested form may be a part): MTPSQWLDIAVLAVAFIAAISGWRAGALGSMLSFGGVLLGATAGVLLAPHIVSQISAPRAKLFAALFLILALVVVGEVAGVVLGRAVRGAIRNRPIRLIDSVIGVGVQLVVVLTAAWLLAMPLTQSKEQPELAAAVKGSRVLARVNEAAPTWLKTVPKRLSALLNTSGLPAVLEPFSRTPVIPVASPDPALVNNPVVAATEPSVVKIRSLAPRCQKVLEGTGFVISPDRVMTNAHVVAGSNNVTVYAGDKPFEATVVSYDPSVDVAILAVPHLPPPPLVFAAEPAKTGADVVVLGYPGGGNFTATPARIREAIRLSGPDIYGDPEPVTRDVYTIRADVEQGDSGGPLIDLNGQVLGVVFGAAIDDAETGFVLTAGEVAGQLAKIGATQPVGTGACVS
# MazEF act – increases E. coli MazEF RNase cleavage of RNA. FAM/BHQ RNA-DNA oligo cleavage fluorescence, 5 h. 350,000 compounds, 0.32% hits. activation, % at 20 µM. P0AE70; in the data active = activation above about 50%
# Target sequence (P0AE70 whole entry, looked up): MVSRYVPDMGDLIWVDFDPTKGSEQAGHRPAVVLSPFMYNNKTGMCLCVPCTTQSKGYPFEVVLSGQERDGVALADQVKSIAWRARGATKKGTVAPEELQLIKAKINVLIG
# SSB-PriA inh – inhibitors of Klebsiella pneumoniae PriA binding to SSB C-terminal tail; AlphaScreen SSBct-PriA binding, biotinylated peptide; inhibition, % at 33 µM; 430,000 compounds, 0.6% hits; in the data active = inhibition mostly above about 37%, no sharp cut-off; inactive = mostly below about 20%;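 note: plate controls were negative control peptide for no effect and reference peptide for full effect; strong numbers were not always called active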
# VHR inh abs – blocks human VHR1 dual specificity phosphatase | P51452 | 290,000 compounds, 0.52% hits | recombinant VHR phosphatase, pNPP absorbance | inhibition, % at 13.3 µM; in the data active = inhibition above about 50%; note: some compounds called inactive have numbers as strong as hits
# Target sequence (P51452 whole entry, looked up): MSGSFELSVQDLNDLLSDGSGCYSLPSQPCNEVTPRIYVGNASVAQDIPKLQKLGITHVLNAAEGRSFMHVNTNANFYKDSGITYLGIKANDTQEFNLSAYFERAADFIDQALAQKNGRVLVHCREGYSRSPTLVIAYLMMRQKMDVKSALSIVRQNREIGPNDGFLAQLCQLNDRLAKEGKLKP
# Vc quorum ag – inducers of Vibrio cholerae quorum light production without autoinducers. V. cholerae BH1578 lux reporter, luminescence, 6 h. activation, % at 18.7 µM. 350,000 compounds, 0.16% hits. AID 588436; in the data active = activation mostly above about 9.7%, no sharp cut-off; inconclusive = no clear call, values can overlap the other calls; inactive = mostly below about 3.7%; note: not every result past the cut was called active; inactives centre near 0; reference of the scale not given here
# PfHsp40 yeast – restores yeast growth despite PfHsp40 toxicity. S. cerevisiae expressing PfHsp40, growth rescue, ATP luminescence. 340,000 compounds, 0.68% hits. growth rescue, % at 12.5 µM; in the data active = growth rescue above about 28%, passing the limit was not always enough; inconclusive = no clear call, values can overlap the other calls;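 note: yeast W303a lacking pdr1 and pdr3 grown in galactose medium; growth measured after three days at 30 °C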
# Anthrax LF inh2 – anthrax lethal factor protease inhibition | P15917 | multiplex microsphere protease cleavage assay, LF | inhibition, % at 10 µM | 360,000 compounds, 0.12% hits | AID 588501; in the data active = inhibition above about 30%; inconclusive = no clear call, values can overlap the other calls; note: plate controls were buffer without enzyme for full effect and enzyme alone for no effect
# The depositor's hits bear a star; i = inactive; ? = inconclusive; . = no result given. Only part of the results is shown (hit frequency here may not be typical).
# Below each SMILES: TcdB GH inh | SARS 3CLpro inh | Y pestis TopoI | Rv3671c inh | MazEF act | SSB-PriA inh | VHR inh abs | Vc quorum ag | PfHsp40 yeast | Anthrax LF inh2
1. CCOc1nc(NC2CCCCC2)nc(NC(C)(C)C)n1
  . | 0 | -3 | 3 | -5 | -5 | 20 | i | 0.1 | -4
2. Cc1cc(C)c(C#N)c(SCCN2CCOCC2)n1
  0.8 | -5 | -10 | -1 | 5 | -1 | 20 | -0.7 | 0.1 | -10
3. O=C(CN1CCC(Cc2ccccc2)CC1)NCCc1ccc(F)cc1
  1.8 | 3 | 30 | 1 | 3 | -6 | 4 | -0.3 | 0.7 | -4
4. Cc1ccc(NC(=O)c2ccc(S(=O)(=O)Nc3c(C)n(C)n(-c4ccccc4)c3=O)cc2)nc1
  -0.4 | . | -1 | 1 | -3 | -16 | . | -0.2 | -0.4 | ?
5. COc1ccc(CNC(=O)Cn2c(=O)oc3cc(S(=O)(=O)N4CCCC4)ccc32)cc1
  0.0 | 2 | 4 | 1 | 0 | -4 | 18 | -0.4 | -1.6 | -4
6. CCOCc1nnc(NS(C)(=O)=O)s1
  . | 4 | 3 | 9 | 4 | 4 | 3 | i | 0.3 | -13
7. CC1CCCCC1NC(=O)CCn1c(=O)sc2ccccc21 (centres undefined)
  -0.8 | -1 | 0 | 3 | 7 | -6 | -6 | i | -0.7 | -1
8. COc1cc(-n2c(=O)c3ccccc3n(Cc3cc(=O)n4ccccc4n3)c2=O)cc(OC)c1OC
  -0.2 | -2 | 6 | 12 | 12 | 3 | -5 | -0.1 | -2.4 | -2
9. O=C(CCCOc1ccccc1)N1CCN(c2ccc(F)cc2)CC1
  . | 5 | 22 | 1 | -11 | -15 | -13 | 4.2 | 1.1 | 1
10. O=C(CSc1nnc(-c2ccncc2)o1)NCc1ccc(Cl)cc1
  0.8 | 2 | 2 | -2 | 6 | 1 | -14 | -0.3 | 0.0 | 0
11. O=C(Cn1c(-c2ccccn2)nc2ccccc21)N/N=C/c1cccnc1
  0.4 | -2 | -8 | -5 | 1 | i | 27 | -0.3 | -1.0 | -18
12. Cc1ccc(N(C(=O)C2CCC(=O)N2)C2(C(=O)NC3CCCCC3)CCCCC2)cc1 (centres undefined)
  . | 1 | 0 | -3 | 4 | -7 | 14 | -0.5 | -0.6 | .
13. CCC(=O)NNc1ncnc2ccccc12
  -5.7 | -1 | -2 | -10 | 1 | -10 | 28 | 0.4 | -0.4 | 1
14. CCOC(=O)COc1ccc(C2CC(C)=NN2c2ccccc2)cc1 (centres undefined)
  0.0 | 7 | -12 | -2 | -1 | -13 | 27 | -4.5 | -0.2 | -4
15. CP(=O)(Nc1ccc(Cl)cc1)c1nc2c(s1)CCCC2 (centres undefined)
  1.3 | -2 | 10 | -1 | -2 | 0 | -3 | i | 0.0 | -1
16. Cc1ccsc1CNC(=O)c1c(-c2ccccc2)noc1C
  2.3 | -1 | -3 | 13 | 11 | 0 | 14 | i | -2.1 | .
17. CCOc1ccccc1C(=O)N1CCC(C(=O)c2ccc(F)cc2)CC1
  . | 2 | -2 | 4 | -3 | -20 | -14 | i | 1.0 | -1
18. O=C(O)C1=C(OCc2ccc(F)c(F)c2)C(=O)NCC1
  0.1 | 1 | 2 | 1 | 2 | -8 | 12 | 0.6 | 0.6 | 0
19. O=C(Nc1ccccc1N1CCCC1)c1cccnc1
  . | -7 | -3 | 6 | 8 | -17 | 22 | -0.3 | -1.4 | -35
20. CCOC(=O)c1[nH]c(C)c(C(=O)OCC(=O)N2CCc3ccccc32)c1C
  2.7 | -1 | 9 | -15 | -2 | 7 | 42 | i | -0.4 | -1

# Below each SMILES: TcdB GH inh | SARS 3CLpro inh | Y pestis TopoI | Rv3671c inh | MazEF act | SSB-PriA inh | VHR inh abs | Vc quorum ag | PfHsp40 yeast | Anthrax LF inh2
21. O=C(c1cnc2sccn2c1=O)N1CCc2ccccc2C1
  . | 4 | -6 | -6 | -4 | -16 | 2 | i | -1.8 | -3
22. Cc1c(C(=O)O)oc2ccc(S(=O)(=O)N3CCCCC3C(=O)O)cc12 (centres undefined)
  2.5 | -4 | 6 | 0 | 2 | -12 | 25 | -0.2 | 0.0 | -4
23. COc1ccc(C(=S)N2CCOCC2)cc1OC(=O)c1ccccc1Cl
  -0.4 | -3 | 22 | -9 | 3 | 5 | 17 | 0.9 | -0.5 | -1
24. Cn1nc(C(C)(C)C)cc1C(=O)Nc1nc2c(s1)C(=O)CC(C)(C)C2
  . | -4 | -5 | -7 | -2 | -4 | 15 | i | 0.7 | 1
25. CC1(C(=O)NS(=O)(=O)c2cccc(F)c2)CCN1C(=O)CCc1ccccc1 (centres undefined)
  -0.4 | . | 0 | . | . | . | . | i | . | 2
26. Cc1ccc(-c2nc3ccc(Br)cn3c2CC(C)(C)C)cc1
  -0.1 | . | 7 | . | 5 | . | . | -0.2 | . | 1
27. CCO[C@@H]1OC(C(=O)O)=C[C@H](C2CCCCC2)[C@H]1CCCO
  0.2 | -1 | 8 | 13 | 2 | -10 | 16 | -11 | -1.0 | -10
28. Cc1cc(Cl)c2cc3ccccc3cc2n1
  0.6 | -3 | -6 | -2 | -10 | -12 | -14 | -0.7 | -0.3 | 6

# Full records as entered above. Order of screens: TcdB GH inh, SARS 3CLpro inh, Y pestis TopoI, Rv3671c inh, MazEF act, SSB-PriA inh, VHR inh abs, Vc quorum ag, PfHsp40 yeast, Anthrax LF inh2
# Shown for O=C(c1cnc2sccn2c1=O)N1CCc2ccccc2C1 = ., 4, -6, -6, -4, -16, 2, i, -1.8, -3
# Shown for CC1(C(=O)NS(=O)(=O)c2cccc(F)c2)CCN1C(=O)CCc1ccccc1 (centres undefined) = -0.4, ., 0, ., ., ., ., i, ., 2

# In the list so far, 10 contain a halogen:
# Below each SMILES: TcdB GH inh | SARS 3CLpro inh | Y pestis TopoI | Rv3671c inh | MazEF act | SSB-PriA inh | VHR inh abs | Vc quorum ag | PfHsp40 yeast | Anthrax LF inh2
3. O=C(CN1CCC(Cc2ccccc2)CC1)NCCc1ccc(F)cc1
  1.8 | 3 | 30 | 1 | 3 | -6 | 4 | -0.3 | 0.7 | -4
9. O=C(CCCOc1ccccc1)N1CCN(c2ccc(F)cc2)CC1
  . | 5 | 22 | 1 | -11 | -15 | -13 | 4.2 | 1.1 | 1
10. O=C(CSc1nnc(-c2ccncc2)o1)NCc1ccc(Cl)cc1
  0.8 | 2 | 2 | -2 | 6 | 1 | -14 | -0.3 | 0.0 | 0
15. CP(=O)(Nc1ccc(Cl)cc1)c1nc2c(s1)CCCC2 (centres undefined)
  1.3 | -2 | 10 | -1 | -2 | 0 | -3 | i | 0.0 | -1
17. CCOc1ccccc1C(=O)N1CCC(C(=O)c2ccc(F)cc2)CC1
  . | 2 | -2 | 4 | -3 | -20 | -14 | i | 1.0 | -1
18. O=C(O)C1=C(OCc2ccc(F)c(F)c2)C(=O)NCC1
  0.1 | 1 | 2 | 1 | 2 | -8 | 12 | 0.6 | 0.6 | 0
23. COc1ccc(C(=S)N2CCOCC2)cc1OC(=O)c1ccccc1Cl
  -0.4 | -3 | 22 | -9 | 3 | 5 | 17 | 0.9 | -0.5 | -1
25. CC1(C(=O)NS(=O)(=O)c2cccc(F)c2)CCN1C(=O)CCc1ccccc1 (centres undefined)
  -0.4 | . | 0 | . | . | . | . | i | . | 2
26. Cc1ccc(-c2nc3ccc(Br)cn3c2CC(C)(C)C)cc1
  -0.1 | . | 7 | . | 5 | . | . | -0.2 | . | 1
28. Cc1cc(Cl)c2cc3ccccc3cc2n1
  0.6 | -3 | -6 | -2 | -10 | -12 | -14 | -0.7 | -0.3 | 6

# Screens: PubChem BioAssay, several laboratories
